Pf growth 96h – Primary qHTS for delayed death inhibitors of the malarial parasite plastid, 96 hour incubation; Potency, µM (highest dose often 28.7 µM), without a hit: at the top dose activity change, negative = inhibition, hits mostly inhibitors; 320,000 tested, 6.9% active; P. falciparum luciferase reporter growth, 96 h; further: potency means the concentration at half of the fitted maximal effect; on the % scale 0 is the no-effect control and ±100 the full control effect
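Parasite growth measured via integrated firefly luciferase reporter in P. falciparum. Infected erythrocytes at 2% hematocrit, 0.05% parasitemia final were treated 96 hours at 37 C under 5% CO2, and luminescence was read.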
LmPK inhibitor – qHTS Assay for Inhibitors of Leishmania Mexicana Pyruvate Kinase (LmPK) | purified LmPK, Kinase-Glo ATP luminescence, 1 h | AID 1721, 2009 | Q27686 | Potency, µM (top dose mostly 57.5 µM), for inactives: top-dose activity change, negative = inhibition, usual class: inhibitors | 290,000 tested, 0.37% active; further: potency means the concentration at half of the fitted maximal effect; on the % scale 0 is the no-effect control and ±100 the full control effect
Target sequence (Q27686 whole entry, looked up): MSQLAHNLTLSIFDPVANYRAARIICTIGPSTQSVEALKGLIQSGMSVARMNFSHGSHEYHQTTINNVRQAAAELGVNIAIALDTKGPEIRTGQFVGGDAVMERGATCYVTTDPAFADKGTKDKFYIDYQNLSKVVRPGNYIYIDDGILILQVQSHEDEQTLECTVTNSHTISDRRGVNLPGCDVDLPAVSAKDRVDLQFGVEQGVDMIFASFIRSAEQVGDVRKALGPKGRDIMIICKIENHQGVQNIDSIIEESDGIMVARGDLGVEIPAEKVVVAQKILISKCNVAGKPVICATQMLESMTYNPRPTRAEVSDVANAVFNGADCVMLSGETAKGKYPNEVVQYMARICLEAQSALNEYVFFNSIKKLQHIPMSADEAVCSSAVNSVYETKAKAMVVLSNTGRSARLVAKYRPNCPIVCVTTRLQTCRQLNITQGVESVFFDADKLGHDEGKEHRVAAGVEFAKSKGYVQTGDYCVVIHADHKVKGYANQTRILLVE
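Screened at intermediate enzyme activity to detect both inhibitors and activators: LmPK at 0.1 nM, with a 0.5 nM enzyme column as activation reference. PEP 0.5 mM, ADP 0.1 mM; ATP detected by luminescence after 1 h.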
HCV inh – qHTS Assay for Inhibitors of Hepatitis C Virus (HCV). 340,000 tested, 3.4% active. Potency, µM (series often up to 41.8 µM), for the others: at the top dose activity change, negative = inhibition, usual class: inhibitors. Huh7.5.1 HCVcc-Cre infection, luciferase reporter, 44 h; further: potency means the concentration at half of the fitted maximal effect; on the % scale 0 is the no-effect control and ±100 the full control effect
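Luciferase read-out (15 sec integration) after a 15 min room-temperature substrate step quantifies HCVcc-Cre infection. Cells, 1,000 per well, had compound added 4 h post-plating, then virus at ~0.5 moi, and were cultured 44 h.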
TbPYK inhibitor – qHTS of Trypanosoma Brucei Inhibitors. pyruvate kinase (Trypanosoma brucei), Q57TT1. TbPYK enzyme, Kinase-Glo Plus ATP luminescence, 45 min. Potency, µM (doses to about 76.8 µM), without a hit: at the highest dose activity, negative = inhibition, most hits filed as inhibitors. 410,000 tested, 0.12% active. AID 624173, 2012; further: potency means the concentration at half of the fitted maximal effect; on the % scale 0 is the no-effect control and ±100 the full control effect; nearly all actives have a fitted effect of over 50% in size
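TbPYK + substrate in 50 mM TEA pH 7.2, 100 mM KCl, 10 mM MgCl2, 0.05% BSA, 0.01% Tween-20; cpd pinned; ADP 130 uM final; 45 min RT; Kinase-Glo Plus 10 min; luminescence endpoint.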
Pf growth 48h – Primary qHTS for delayed death inhibitors of the malarial parasite plastid, 48 hour incubation | P. falciparum luciferase growth in erythrocytes, 48 h | Potency, µM (highest dose often 28.7 µM), for inactives: at the highest dose activity change, negative = inhibition, hits mostly inhibitors | 310,000 tested, 5.9% active; further: potency means the concentration at half of the fitted maximal effect; on the % scale 0 is the no-effect control and ±100 the full control effect
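Firefly luciferase activity from engineered P. falciparum reports growth; inhibitors lower the luminescent signal. Cultures contained 2% hematocrit erythrocytes at 0.1% final parasitemia.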
Shiga inhibitor – A qHTS for Small Molecule Inhibitors of Shiga Toxin. Vero cells, Shiga toxin protein synthesis inhibition reporter. inhibition, % at 38.7 µM. 290,000 tested, 9.2% active. AID 2315, 2010; in the data active means inhibition mostly above about 28%, no sharp cut-off; inactive means mostly below about 43%; further: 0% is about no effect
CHX counter – Cycloheximide Counterscreen for Small Molecule Inhibitors of Shiga Toxin; cell reporter, cycloheximide protein synthesis inhibition counterscreen; max response, %; 300,000 tested, 12% active; AID 2314, 2010; in the data active means max response mostly above about 13%, no sharp cut-off; inactive means mostly below about 14%; further: read at 38.3 µM for the half of the compounds with a filed dose; 0% is about no effect
Active calls of the source: *; ? = inconclusive; · = no result given; & = joins results of further samples; [ ] = another dose, or the depositor's remark. Unless noted, the call rests on the fitted dose curve; in most records, active means well fitted curve in the direction sought with a large enough effect; inconclusive means small, poorly fitted or top-dose-only effect, or another doubt; inactive means no such curve, though single readings can be large; an effect the other way counts as inactive or inconclusive. Outcome played no part in choosing rows; 24% or so of the library scored in one or more.

no.	SMILES	LmPK inhibitor	Pf growth 96h	CHX counter	Pf growth 48h
1	COc1ccc(C(=O)Nc2ccc3nc(C)sc3c2)cc1OC	-2%	0%	31*	129%[activator]
2	Cc1ccc(N(C)C(=O)C2CCCN2S(=O)(=O)c2cccc3nsnc23)cc1 (configuration not stated)	0%	?	-3	?
3	O=C(COC(=O)c1ccc(S(=O)(=O)N2CCCCC2)cc1)Nc1ccccc1Cl	·	36%[activator]	·	26%
4	O=C(Nc1cccn(Cc2c(F)cccc2Cl)c1=O)NC1CCCCC1	5%	12%	0	-17%
5	CC1Sc2ccc(S(=O)(=O)NCCc3ccc(Cl)cc3)cc2NC1=O (configuration not stated)	-2%	45%[activator]	-19	25%
6	CCC(C)N(C(=O)Cn1nc(C)c([N+](=O)[O-])c1C)C1CCS(=O)(=O)C1 (configuration not stated)	·	?	·	5%
7	O=C(Nc1ccc(Br)cc1Br)C1CC(=O)N(Cc2ccccc2)C1 (configuration not stated)	-12%	13%	-3	3%
8	O=C(c1ccc(F)cc1)N1CCN(c2ccccn2)CC1	4%	-5%	1	22%
9	Oc1ccc2ccccc2c1C=NCc1cn2ccsc2n1	3%	?	16	·
10	CC1(C)CC(=O)c2cnc(N3CCc4ccccc4C3)nc2C1	-1%	0%	24*	118%[activator]

no.	Shiga inhibitor	HCV inh	TbPYK inhibitor
1	84	-22%	1%
2	-5	10%	1%
3	·	-4%	0%
4	-17	?	2%
5	-2	1%	1%
6	·	36%[activator]	-3%
7	-3	-22%	4%
8	·	20%	-9%
9	15	20%	-11%
10	89*	?	1%

The listing continues:
no.	SMILES	LmPK inhibitor	Pf growth 96h	CHX counter	Pf growth 48h
11	Cc1cn2c(nc1=O)OC1CC2OC1CO (configuration not stated)	-3%	0%	-1	7%
12	O=C(c1ccc(N2CCC3(CC2)OCCO3)c([N+](=O)[O-])c1)N1CCOCC1	0%	0%	21*	41%[activator]
13	O=C(COc1ccccc1)Nc1nonc1NC(=O)COc1ccccc1	-3%	-2%	-2	·
14	CCOc1ccccc1Oc1c(C)oc2cc(OC(=O)N3CCOCC3)ccc2c1=O	12%	18%	1	·
15	Cc1cc(C)c(S(=O)(=O)NCCc2cc3ccc(C)c(C)c3[nH]c2=O)c(C)c1	7%	-5%	-3	-19%
16	COc1ccc(-n2nnnc2SCC(=O)Nc2nnc(C)s2)cc1OC	5%	?	-5	-19%
17	C=CCNC(=O)N1CCC(c2nc3ccccc3s2)CC1	0%	?	7	-12%
18	CSCCC(NC(=O)c1ccc(Cl)cc1)C(=O)OCC(=O)Nc1ccc(C#N)cc1 (configuration not stated)	1%	24%	0	12%
19	CN1C(=O)[C@H]2[C@@H](C3CC3)N3C(=O)CN(Cc4ccccn4)C(=O)[C@@]3(Cc3ccccc3)[C@H]2C1=O	-3%	21%	-3	-10%
20	CCC1CCCCN1CCCNC(=O)c1ccc2c(c1)NC(=O)CN2C (configuration not stated)	3%	62%[activator]	1	-12%

no.	Shiga inhibitor	HCV inh	TbPYK inhibitor
11	10	21%	-10%
12	69*	8%	-1%
13	-4	-1%	-3%
14	-4	21%	-5%
15	2	5%	2%&2%
16	1	-12%	0%
17	-3	4%	-6%
18	-11	10%	-4%
19	-3	3%	2%
20	6	17%	-7%

The list continues:
no.	SMILES	LmPK inhibitor	Pf growth 96h	CHX counter	Pf growth 48h
21	COc1ccc(CNC(=O)CCC(=O)N2CC(C)Oc3ccccc32)cc1 (configuration not stated)	-2%	-17%	1	-1%
22	CCOC(=O)Nc1cccc(NC(=O)c2cc(OC)cc(OC)c2)c1	-17%	-14%	6	?
23	Cc1ccccc1NC(=O)c1sc(NC(=O)C2CC2)nc1C	-3%	-25%	11*	?
24	Cc1cc(NC(=O)c2ccc(C#N)cc2)n(-c2ccccn2)n1	-1%	31%[activator]	-2	-5%
25	COc1ccc(NC(=O)COC(C)=O)cc1OC	15%	12%	-2	?
26	CS(=O)(=O)c1ccc(NC(=O)CCN2C(=O)C3CC=CCC3C2=O)cc1 (configuration not stated)	·	-7%	·	0%
27	COc1ccc(F)cc1S(=O)(=O)Nc1ccc(C)cc1	0%	-26%	-2	-16%
28	COc1ccc(N2CCN(S(=O)(=O)CCNC(=O)C3CCCCC3)CC2)cc1	5%	2%	-4	8%
29	Oc1cccnc1CCc1ccccc1	-8%	-17%	15	16%
30	Cc1cccc(NC(=O)COc2ccc(-c3nn(C)c(=O)c4ccccc34)cc2)c1	-4%	50%[activator]	1	?

no.	Shiga inhibitor	HCV inh	TbPYK inhibitor
21	-8	-23%	-6%
22	10	?	-2%
23	21	?	1%
24	-16	?	5%
25	-7	8%	-18%
26	·	42%[activator]	1%
27	-25	-13%	0%
28	6	8%	0%
29	26	10%	-3%
30	-13	?	8%&1%

Later entries
no.	SMILES	LmPK inhibitor	Pf growth 96h	CHX counter	Pf growth 48h
31	O=C(CN1CCN(c2cccc(C(F)(F)F)c2)CC1)N(C1CC1)C1CCS(=O)(=O)C1 (configuration not stated)	·	?	·	-15%
32	O=C(O)COc1ccc(NC(=O)c2ccc(NC(=O)c3ccco3)cc2)cc1	-1%	94%[activator]	-1	-9%
33	CCCC(=O)N(CCN1CCOCC1)c1nc2c(OC)ccc(C)c2s1	-1%	30%	14	-5%
34	COc1cc(N)n(S(=O)(=O)c2ccc(C)cc2)n1	2%	4%	5	43%[activator]
35	COc1ccc(N2C(=NC(=O)C3CCCCC3)SC3CS(=O)(=O)CC32)c(OC)c1 (configuration not stated)	-8%	?	-11	1%
36	CC(=O)Nc1ccc(S(=O)(=O)Nc2cccc(NC(=O)C(C)(C)C)c2)cc1	2%	·	4	-11%
37	CN(CC(=O)Nc1ccc(Cl)cc1)C(=O)CCc1nc2sc3c(c2c(=O)[nH]1)CCCC3	·	?	·	3%
38	CCOC(=O)C1CCN(C2CCN(C(=O)c3oc4c(F)cccc4c3C)CC2)CC1	0%	?	-1	8.3µM*
39	Cc1ccc(C(=O)NC(C)c2ccc(-n3ccnc3)cc2)o1 (configuration not stated)	·	-3%	·	0%
40	CCC(=O)NC(c1ccc(OC)c(OC)c1)c1cc(Cl)c2cccnc2c1O (configuration not stated)	7%	54%[activator]	7	1µM*

no.	Shiga inhibitor	HCV inh	TbPYK inhibitor
31	·	-1%	-14%
32	17	2%	-1%
33	-3	-16%	1%
34	15	7%	-4%
35	-13	11%	5%
36	-4	?	2%
37	·	11%[8.37 µM]	-5%
38	-2	-12%	-13%
39	·	23%	2%
40	2	?	-2%

More entries.
no.	SMILES	LmPK inhibitor	Pf growth 96h	CHX counter	Pf growth 48h
41	CCC(C)c1ccc(OCc2ccc(C(=O)OC)o2)cc1 (configuration not stated)	-2%	301%[activator]	101*	117%[activator]
42	COC(=O)[C@@H](NC(=O)NCc1ccccc1F)C(C)C	-9%	·	-5	43%[activator]
43	Cc1ccc(NC2CCCN(C(=O)c3ccnc(Cl)c3)C2)cc1C (configuration not stated)	11%	118%[activator]	-4	2%
44	COC(=O)C1=C(c2ccc(OC(F)(F)F)cc2)C[C@@H]2CC[C@H]1N2C(=O)NCC1CC1	·	?	·	?
45	OC(COCc1ccccc1)CN1CCCC1 (configuration not stated)	5%	-3%	-1	6%
46	CC1CCC(NC(=O)CN(C)S(=O)(=O)c2cccc3cccnc23)CC1 (configuration not stated)	-4%	-1%	-3	-15%
47	Cc1ccc(C(=O)C[n+]2ccc(-c3nnc4n3CCC4)cc2)cc1	-5%	4%	-2	0%
48	CCC1CCC2(CC1)SCC(=O)N2c1ccccc1 (configuration not stated)	9%	?	-2	47%[activator]
49	CC(=O)Nc1cc(C(=O)OCC(=O)c2ccc(C)cc2)ccc1C	-3%	12%	86*	159%[activator]
50	CCOC(=O)c1ccc(NC(=O)C2CCN(S(=O)(=O)CC)CC2)cc1	1%	?	-1	?

no.	Shiga inhibitor	HCV inh	TbPYK inhibitor
41	149*	14%	-1%
42	-57	13%	0%
43	18	8%	-2%
44	·	?	-10%
45	7	-3%	2%
46	23	?	-3%
47	-6	-2%	-1%
48	11	9%	2%
49	128*	6%	31%[activator]
50	-5	3%	-6%

Additional results.
no.	SMILES	LmPK inhibitor	Pf growth 96h	CHX counter	Pf growth 48h
51	COc1cc(CC(=O)NCCc2ccc(OCc3ccccc3)cc2)c([N+](=O)[O-])cc1OC	-1%	·	49*	4%
52	Cc1ccc(C2CN=NC23CCc2ccccc2C3=O)cc1 (configuration not stated)	3%	3.7µM*	47*	·
53	c1ccc(-c2csc3ncnc(N4CCc5ccccc5C4)c23)cc1	3%	12µM*	2	12µM*
54	Cc1cccc(NC(=O)CC2Nc3cccc4cccc(c34)NC2=O)c1 (configuration not stated)	-3%	21%	-3	4%
55	CC(C)n1c(SCC(=O)N2CCN(C(=O)c3ccco3)CC2)nc2c1c(=O)n(C)c(=O)n2C	1%	-1%	-8	1%
56	O=C(On1c(-c2ccccc2)nc2ccccc2c1=O)c1ccco1	0%	-9%	7	?

no.	Shiga inhibitor	HCV inh	TbPYK inhibitor
51	55	-22%	1%
52	173*	0%	-4%
53	14	?	-11%
54	-17	8%	-2%&1%
55	-3	-6%	?
56	-4	?	-1%

Arranged by molecular weight (smallest number first): five of the compounds above
no.	SMILES	LmPK inhibitor	Pf growth 96h	CHX counter	Pf growth 48h
49	CC(=O)Nc1cc(C(=O)OCC(=O)c2ccc(C)cc2)ccc1C	-3%	12%	86*	159%[activator]
56	O=C(On1c(-c2ccccc2)nc2ccccc2c1=O)c1ccco1	0%	-9%	7	?
53	c1ccc(-c2csc3ncnc(N4CCc5ccccc5C4)c23)cc1	3%	12µM*	2	12µM*
54	Cc1cccc(NC(=O)CC2Nc3cccc4cccc(c34)NC2=O)c1 (configuration not stated)	-3%	21%	-3	4%
51	COc1cc(CC(=O)NCCc2ccc(OCc3ccccc3)cc2)c([N+](=O)[O-])cc1OC	-1%	·	49*	4%

no.	Shiga inhibitor	HCV inh	TbPYK inhibitor
49	128*	6%	31%[activator]
56	-4	?	-1%
53	14	?	-11%
54	-17	8%	-2%&1%
51	55	-22%	1%
